Screening data (PubChem)
Hep lipid drop = modulators of hepatic lipid droplet formation | AML12 mouse hepatocytes, oleate lipid droplets, BODIPY imaging | inhibition, % at 6.5 µM | hit rate 0.4% among 240,000 | AID 1656;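 active means lipid droplet intensity inhibited by at least 50%, with more than 500 cells counted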
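Material – mouse AML12 hepatocyte cell line, fixed after treatment · Compound dosing – one dose, 6.5 µM compound · Times – compound with oleate, overnight · Measured by – Image-based BODIPY and DAPI two-channel analysis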
CSM14.1 death rescue = protection against thapsigargin-triggered cell killing – 384-well, CSM14.1, ATP luminescence, primary screen (AID 1222). 190,000 tested, under 10 active. one-dose cellular ATP content (survival), % at 20 µM; EC50 in µM for titrated hits. CSM14.1 thapsigargin-induced death rescue, ATP luminescence; higher % means a stronger effect;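 active means EC50 below 50 µM in the dose-response confirmation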;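 further: death triggered by thapsigargin at about 15 µM added after 2 h compound pretreatment; cell ATP read after overnight thapsigargin exposure of roughly 18 to 22 hours; normalized against plate controls of thapsigargin alone and 5% DMSO vehicle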
b-catenin transl = modulators of beta-catenin nuclear translocation. HeLa beta-catenin nuclear translocation, immunofluorescence imaging. nuclear translocation activity, % at 5 µM. hit rate 0.3% among 190,000;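 active means nuclear translocation activity above 50% at 5 µM, with a well cell count of 50 or more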;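 further: per-cell ratio of nuclear to cytoplasmic median beta-catenin stain intensity; plate controls were DMSO negative control for no effect and GSK-3 inhibitor IX positive control for full effect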
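Read-out: Nuclear/cytoplasmic beta-catenin signal ratio, % activation | Assay system: Human HeLa cell line | Times: 24 h compound exposure at 37°C, 5% CO2 | Signal: Fluorescence imaging of beta-catenin antibody stain plus DAPI | Dosing: 5 µM primary, 0.02–20 µM confirmation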
MT stabilizer = stabilizes microtubules in HeLa cells | HeLa tubulin immunostaining HCS, 24 h; share of cells brighter than vehicle mean+2SD | hit rate 0.83% among 200,000 | % tubulin-high responders, % at 10 µM;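 active means plate Z-score above 3 for both tubulin-high and condensed-nucleus cell shares, with cell loss under 80%, at 10 µM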;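 further: anti alpha tubulin signal scored within the nucleus-defined area of each cell; some results filed as inactive read as strong as hits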
Ins promoter up = MIN6 insulin promoter up-regulation; MIN6 insulin promoter-GFP reporter, high-content imaging; hits give high values; z-score at 5 µM; hit rate 0.3% among 190,000;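 active means z-score above 3 at 5 µM with at least 500 cells counted in the well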
T cell HTS = modulates CD8 T cell binding to vesicles; 2C CD8+ T cell-vesicle binding, flow cytometry; hits give low values; calls only at 7 µM; hit rate 0.068% among 330,000; AID 2052;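 active means response, share of CD8 T cells binding vesicles, and their 90th percentile fluorescence all below set limits, cut at about 80% in these data, passing the limit was not always enough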
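Material: murine 2C transgenic CD8+ T lymphocytes / Also added: QL9-peptide-loaded Drosophila micro-vesicles bearing Ld, ICAM-1 and B7-1 / Schedule: binding step 1.5 h, 37 °C, antibody labelling 20 min, ice / Signal: flow cytometry, PE anti-B7-1 (FL2) versus Alexa647 anti-CD8 (FL8), PFA-fixed / Evaluation: percent CD8+ FL2 mean versus row control / Benchmarks: naked versus QL9-loaded vesicles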
PhoP inhibition = PhoP-dependent GFP reporter repression – Salmonella Typhimurium, primary screen (AID 1863); S. Typhimurium PhoP-regulated promoter GFP reporter, 4 h; higher % means a stronger effect; one-dose inhibition, % at 50 µM; IC50 in µM for titrated hits; hit rate 0.16% among 300,000;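 active means inhibition over 29.93%, a cutoff 3 SD above the screen mean, later confirmed by dose response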;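 further: 0% = low Mg2+ inducing control and 100% = high Mg2+ repressing control; strong numbers were not always called active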
Autophagy mod = autophagy modulation, high-content screen. MEF GFP-LC3 puncta imaging; test concentration mostly 10 µM. calls only at 10 µM (by protocol). hit rate 0.98% among 190,000. AID 463193;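 active means percentage of spot-positive cells more than 3 SD above its plate mean, without a fluorescence outlier flag or 80% toxicity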;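 further: spot-positive cell cutoff set from DMSO-treated cells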
Dynein transport = dynein cargo transport inhibition | 3617.4 mouse cells, GR-EGFP nuclear translocation imaging; test concentration mostly 20 µM; stimulated with dexamethasone, 1 µM; hits give low values | AID 1381 | z-score, hits read low | hit rate 0.47% among 220,000;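 active means plate z-score of nuclear minus cytoplasmic receptor signal below a set negative limit, without overly bright fluorescence or cell loss, cut at about -3.5 in these data, passing the limit was not always enough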;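 further: z-score of nuclear minus cytoplasmic ring GR-EGFP intensity difference per well; some compounds called inactive have numbers as strong as hits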
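Buffer or medium: tet-free, stripped-serum medium; Also added: dexamethasone, 1.0 µM final; Technique: high-content fluorescence imaging after fixation; Times: 48 h induction, 1 h compound, 30 min dex at 37 °C; Read-out: per-cell GR-EGFP intensity, nucleus versus surrounding cytoplasmic ring, well-averaged.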
Dynein transport cytoplasmic EGFP = further read-out of Dynein transport, marked with its call; z-score; measured here: cytoplasmic GR-EGFP intensity; hits give high values
Dynein transport nuclear GR-EGFP = further read-out of Dynein transport, marked with its call; z-score; measured here: nuclear GR-EGFP intensity;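 lower value marks the stronger effect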
Dynein transport cell count = further read-out of Dynein transport, marked with its call; z-score; measured here: cell count per field
Ins promoter up cell count = second read-out of Ins promoter up, no call of its own (marks repeat the call); cell count; measured here: cytotoxicity, nuclei count;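 total cells summed across four imaged fields per well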
Hep lipid drop cells 6.5 µM = second read-out of Hep lipid drop, no call of its own (marks repeat the call); cell count; measured here: cell count, cytotoxicity flag;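 cells counted across two imaged fields per well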
b-catenin transl cell count 5 µM = recorded beside b-catenin transl, whose call it bears; cell count; measured here: cell count, cytotoxicity flag
T cell HTS vesicle-bound % = recorded beside T cell HTS, whose call it bears; double positive events, %; measured here: CD8+ vesicle-bound cell fraction;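 binding gate set so that unloaded-vesicle control wells show 10% double positive cells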
MT stabilizer Hoechst-high % = also measured in MT stabilizer; calls as there; % Hoechst-high responders; measured here: nuclear condensation Hoechst responders;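 share of cells brighter than vehicle mean plus two SD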
MT stabilizer cytotoxicity % = second read-out of MT stabilizer, no call of its own (marks repeat the call); toxicity, %; measured here: cytotoxicity by cell density;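 0% = mean cell density of plate MIN control wells and 100% = no cells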
Autophagy mod cell loss 18 h = recorded beside Autophagy mod, whose call it bears; toxicity, %; measured here: cell loss, nuclei count;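 cell loss after 18 h compound exposure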
Active calls of the source: *; i = inactive; / = no result given; & = joins results of further samples.

structure	Hep lipid drop	Hep lipid drop cells 6.5 µM	CSM14.1 death rescue	b-catenin transl	b-catenin transl cell count 5 µM	MT stabilizer	MT stabilizer Hoechst-high %	MT stabilizer cytotoxicity %	Ins promoter up	Ins promoter up cell count	T cell HTS	T cell HTS vesicle-bound %	PhoP inhibition	Autophagy mod	Autophagy mod cell loss 18 h	Dynein transport	Dynein transport cytoplasmic EGFP	Dynein transport nuclear GR-EGFP	Dynein transport cell count
CCn1c(SCC(=O)N2CCCC(C)C2)nnc1-c1ccc(S(=O)(=O)N2CCN(C)CC2)cc1 (stereo unspecified)	-6	800	1.2%	/	/	1.3	1.4	6.1	0.22	906	i	28	0%	i	3	-1.1	-0.18	-0.4	0.62
O=c1cc2c(nn1Cc1ccc(Cl)cc1)-c1ccccc1CC2	13	758	0.3%	/	/	2.1	2.2	3.3	0.19	804	i	40	-2%	i	7	-0.075	-0.25	0.16	0.16
CN(C)c1ccc(C(=S)N2CCCCC2)cc1	-5	773	-0.3%	-1.5	1068	3.1	1.8	10	-0.23	1422	i	48	-4%	i	4	-0.45	-0.24	-0.38	0.49
COCCNC(=O)C(c1ccc(C)o1)N(Cc1ccco1)C(=O)c1snc(C(N)=O)c1N (stereo unspecified)	-8	741	-2.5%	-2.0	589	3.2	1.6	3.3	/	/	i	61	3%	i	-3	-0.95	-0.27	-0.72	0.86
CCn1c(SCC(=O)Nc2ccccc2C(=O)OC)nnc1-c1cccc(C)c1	-13	785	0.1%	/	/	0.9	1.2	5.5	0.6	802	i	12	7%	i	-1	0.062	-0.24	0.24	0.23
CC(=O)C1C(=O)CC(c2ccc(Cl)cc2)CC1=O (stereo unspecified)	-14	662	/	-1.3	1255	/	/	/	-0.13	1029	i	21	-1%	/	/	-0.017	-0.19	0.025	0.0033
COc1ccc(-n2nc(C(N)=O)c(O)cc2=O)cc1	/	/	-0.6%	1.5	1037	2.1	2.6	7.2	0.34	1205	i	62	-3%	i	5	0.041	-0.19	-0.3	-0.23
Cc1nc2sc(C(=O)Nc3ccccc3)c(N)c2c(C)c1[N+](=O)[O-]	17	688	-2.0%	1.0	944	3.8	1.6	14	-1.1	1189	i	12	4%	i	1	0.18	-0.25	-0.027	0.94
COc1ccc(C(=O)NC(Oc2ccccc2)C(Cl)(Cl)Cl)cc1 (stereo unspecified)	/	/	-0.5%	0.0	1357	1.6	0.7	5.1	-0.24	1476	i	40	-4%	i	10	-0.17	-0.16	-0.2	-0.0098
CN(Cc1ccccc1)C(=O)c1ccccc1NC(=O)c1ccccc1	/	/	0.0%	0.9	1386	3.1	2.2	0.4	-0.35	1560	i	40	-2%	i	-27	0.37	-0.0027	0.68	-0.17
CCC(C)(C)NC(=O)CN(C(=O)c1csnn1)c1ccccc1-c1ccccc1	-15	665	1.0%	-0.9	1143	1.4	0.9	1.7	0.53	1321	i	45	-3%	i	34	-0.055	-0.29	0.15	0.23
Cc1c(NC(=O)CN2C(=O)C(=O)N(Cc3ccccc3)C2=O)c(=O)n(-c2ccccc2)n1C	10	697	/	-1.1	1322	/	/	/	0.16	1118	i	55	-4%	/	/	1.2	-0.26	0.18	-0.55
CC(C)OCCCNC(=O)C(C)Oc1ccccc1 (stereo unspecified)	-3	762	0.7%	-1.3	1240	1.0	1.8	4.2	-0.55	918	i	52	-8%	i	7	-0.28	0.028	-0.21	-1.3
COc1ccc(OCCOC(=O)c2[nH]c(C)c(C(C)=O)c2C)cc1	4	689	/	-4.7	1104	1.9	2.0	6.8	0.23	1158	i	31	3%	i	9	1.9	-0.22	0.82	-1.6
O=C1NCC(O)=C1C=NC12CC3CC(CC(C3)C1)C2	-9&-10	657&785	-0.6%	/	/	6.0&2.1	1.8&1.5	9.7&8.7	-0.31&-0.27	1304&844	i	26&46	5%&0%	i	9&-1	0.38&0.092	-0.18&-0.2	0.48&0.26	0.16&0.6
Cc1ccc(CN2CCCC(CO)(Cc3ccccc3C)C2)s1 (stereo unspecified)	-10	700	-2.8%	1.0	1027	3.8	2.7	4.9	-0.56	1499	i	35	-6%	i	21	-1.1	-0.32	-0.54	1.4
O=C(CS(=O)(=O)Cc1ccccc1)NCc1ccc2c(c1)OCO2	-5	719	-2.5%	-2.4	1059	3.4	3.0	7.7	0.39	1904	i	22	1%	i	-10	6.8	2.7	8.1	-3.5
Nc1cc(C(F)(F)F)ccc1-n1cccc1	-15	719	-1.5%	-0.3	1096	1.1	1.1	5.3	0.03	1320	i	60	6%	i	-28	-0.048	-0.29	0.013	0.22
CCCOC(=O)c1c(NC(=O)CCC(=O)O)sc2c1CCCCC2	9	691	-5.4%	-1.0	1094	2.3	2.6	6.0	-0.27	1145	i	41	0%	i	-27	0.061	-0.17	0.26	-0.05
Cc1nn(-c2ccc(Cl)nn2)c(=O)c2ccccc12	2	682	-2.1%	-4.3	1061	1.8	2.1	5.0	-0.32	1325	i	33	-3%	i	-4	-0.64	-0.046	0.25	-0.18
O=C(Nc1ccc2c(c1)OCCO2)C1CCCN(c2ncccn2)C1 (stereo unspecified)	/	/	-1.2%	-1.4	1447	1.7	1.7	4.7	-0.18	1564	i	23	-2%	i	9	-0.74	-0.19	-0.5	0.75
CC(NC(=O)COc1ccc(Br)cc1)C(=O)O (stereo unspecified)	-2	745	-2.3%	-0.7	961	1.5	2.3	16	0.82	1124	i	13	-9%	i	10	-0.69	-0.082	0.31	0.066
COc1ccc(NC(=O)C(C)N2C(=O)c3ccccc3C2=O)cc1S(=O)(=O)N1CCOCC1 (stereo unspecified)	-3	678	-0.8%	-0.5	1174	4.7	1.2	9.3	1.2	1195	i	56	-1%	i	12	0.7	0.73	0.67	-0.51
COC(CN1C(=O)C(=O)/C(=C(/O)c2ccccc2)C1c1ccccn1)OC (stereo unspecified)	1	624	-0.8%	-2.0	970	2.1	2.5	13	-0.49	1382	i	46	/	i	-17	0.49	-0.21	0.58	-0.6
CC(C)CCNC(=O)C1C2C=CC3(CN(Cc4ccccc4Cl)C(=O)C13)O2 (stereo unspecified)	-16	660	/	-3.1	1118	3.9	3.0	5.6	-0.37	1943	i	47	10%	/	/	-0.68	-0.14	-0.081	-0.29
Cc1ccc(NC(=O)CS(=O)(=O)c2c[nH]c3ccccc23)c(C)c1	/	/	-0.3%	-2.3	1393	2.4	3.1	9.8	0.45	1409	i	5	-14%	i	0	0.88	-0.055	1.3	-1
CC(C)(C#CCN1CCCCC1)OCCOC(c1ccccc1)c1ccccc1	0	493	-3.0%	1.4	912	3.4	3.8	5.6	/	/	i	56	-9%	i	16	-0.86	-0.054	-0.13	0.57
OCCNCCCCOc1ccc(OCc2ccccc2)cc1	16	615	-2.6%	0.0	563	4.4	2.7	9.3	0.41	1331	i	12	1%	i	-3	0.0071	-0.047	-0.43	-0.68
O=C(Cn1cc2c(n1)CCCC2)N1CCCc2ccccc21	5	574	-1.0%	-0.7	1113	3.3	1.8	6.5	-1.7	1974	i	27	-2%	i	-9	-0.29	-0.18	0.1	0.22
O=C(NC1CCCC1)c1ccc(CS(=O)(=O)c2ccc(Br)cc2)o1	/	/	-1.1%	/	/	3.8	2.8	5.8	-0.63	1024	i	61	8%	i	0	0.35	-0.11	0.28	-0.46
CC(C)CN(CC(C)C)C(=O)COc1ccccc1C(N)=O	2	706	-1.0%	-1.5	1051	2.1	1.8	3.7	-0.18	1272	i	40	-2%	i	-6	-0.12	0.45	0.0076	-0.36
COc1ccc(OC)c(S(=O)(=O)N2CCCc3ccccc32)c1	/	/	-0.2%	-0.8	1336	3.4	1.8	7.9	0.04	1649	i	24	2%	i	-2	0.88	-0.14	0.46	-1.2
O=C(CSc1nncs1)N1c2ccccc2Sc2ccccc21	/	/	2.2%	-5.4	837	4.1	2.9	9.5	0.54	1328	i	35	-1%	i	19	-0.6	-0.19	0.42	0.59
Nc1nonc1C(=O)N/N=C/c1ccc(-c2ccc(Cl)c(C(=O)O)c2)o1	1	611	-2.0%	-2.7	1020	4.2	2.9	6.1	0.2	1204	i	55	-10%	i	1	-0.54	-0.17	0.21	0.19
